Compound activity (PubChem BioAssay)
ERG Ets-DNA blk: blocks human ERG Ets domain binding to DNA; fluorescence polarization, His-ERG Ets domain / labelled DNA; P11308; AID 624246; actives 0.028% (n = 370,000); Potency, µM (top dose mostly 76.9 µM), inactives show at the highest dose FP activity, negative = inhibition, actives largely listed as inhibitors; active means well fitted inhibition curve with a large enough effect in the polarisation, with a control signal flat; inconclusive means small, poorly fitted or top-dose-only effect, or effect the other way, or a change in a side signal; inactive means no such curve, though single readings can be large or run the other way; the % refers to the polarisation;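 further: polarization taken with two DNA probes labelled with fluorescein and Texas red; % of control where 0% means no effect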
Target sequence (P11308 whole entry, looked up, the tested form may be a part): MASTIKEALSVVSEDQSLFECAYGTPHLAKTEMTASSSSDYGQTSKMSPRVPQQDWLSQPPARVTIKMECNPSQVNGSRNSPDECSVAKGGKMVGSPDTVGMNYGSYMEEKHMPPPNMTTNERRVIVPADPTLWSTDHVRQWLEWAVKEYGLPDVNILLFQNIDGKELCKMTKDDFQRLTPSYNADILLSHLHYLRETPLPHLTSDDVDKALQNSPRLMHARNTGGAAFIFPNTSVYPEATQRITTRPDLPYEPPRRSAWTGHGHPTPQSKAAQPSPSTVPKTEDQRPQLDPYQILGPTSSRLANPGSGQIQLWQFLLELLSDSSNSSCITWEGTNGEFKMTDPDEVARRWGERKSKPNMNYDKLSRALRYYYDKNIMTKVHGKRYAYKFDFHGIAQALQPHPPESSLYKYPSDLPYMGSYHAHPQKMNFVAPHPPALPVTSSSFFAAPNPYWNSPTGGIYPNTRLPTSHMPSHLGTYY
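His-tagged ERG Ets domain (1 uM in the protein solution; 300mM KCl, 50mM Tris-HCl, 1mM EDTA, 1mM DTT, pH 7.5) received compound, then a probe mix of 5 nM fluorescein-DNA and 100nM Texas-615-DNA. Fluorescence polarization was read for both dyes.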
TrxR1 inh: blocks rat thioredoxin reductase 1; Potency, µM (doses to about 114 µM), for the others: at the top dose activity change, negative = inhibition, usual class: inhibitors; O89049; actives 1% (n = 390,000); recombinant rTrxR1, NADPH fluorescence consumption, selenite substrate; further: on the % scale 0 is the no-effect control and ±100 the full control effect; nearly all actives have a fitted effect of over 65% in size
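Rat TrxR1 (90 nM in the dispensed reagent) was pre-reduced with 400 uM NADPH for 5 min at room temperature, then incubated with compound for 15 min. After 400 uM selenite was added, NADPH fluorescence (Ex 340/Em 450 nm) was followed for 8 min.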
JMJD2A Tudor: JMJD2A Tudor domain (human) inhibition; AlphaScreen JMJD2A-Tudor / H3K4me3 peptide binding; AID 504339; actives 4.4% (n = 390,000); Potency, µM (series often up to 114 µM), without a hit: at the top dose activity change, negative = inhibition, actives largely listed as inhibitors; further: on the % scale 0 is the no-effect control and ±100 the full control effect; nearly all actives have a fitted effect of over 50% in size
GLS inhibitor: inhibitors of human glutaminase (GLS); O94925; GLS enzymatic activity, qHTS titration; Potency, µM (highest dose often 45.5 µM), inactives show top-dose activity change, negative = inhibition, most hits filed as inhibitors; actives 0.21% (n = 410,000); further: on the % scale 0 is the no-effect control and ±100 the full control effect
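hKGA in 45 mM KH2PO4 pH 8.2, 0.02% Tween-20 with pin-transferred compounds; 1 mM L-glutamine (stock) plus glutamate oxidase/HRP/Amplex Red coupling added. Fluorescence read initially and after 30 min at RT.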
ALOX12 inh: inhibitors of human 12S-lipoxygenase ALOX12 | P18054 | purified 12hLO, xylenol orange hydroperoxide absorbance | Potency, µM (highest dose often 108 µM), inactives show at the highest dose activity change, negative = inhibition, usual class: inhibitors | actives 1.1% (n = 580,000) | AID 1671190; further: on the % scale 0 is the no-effect control and ±100 the full control effect
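Purified human 12hLO at 150 nM in 25 mM Hepes, 0.01% Triton X-100, pH 7.0, preincubated 15 min at room temperature with compound. Reaction started with 40 uM arachidonic acid, 30 min at room temperature. Hydroperoxide measured by Fe-xylenol orange, 573/405 nm absorbance ratio.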
RGS4 inh: human RGS4 inhibition; P49798; Transcreener GDP fluorescence polarization, RGS4-accelerated GTP hydrolysis; Potency, µM (highest dose often 114 µM), for the others: top-dose activity change, negative = inhibition, hits mostly inhibitors; actives 0.039% (n = 390,000); AID 504845; further: on the % scale 0 is the no-effect control and ±100 the full control effect; nearly all actives have a fitted effect of over 75% in size; some results filed as inactive show a strong effect at the top dose
Target sequence (P49798 whole entry, looked up): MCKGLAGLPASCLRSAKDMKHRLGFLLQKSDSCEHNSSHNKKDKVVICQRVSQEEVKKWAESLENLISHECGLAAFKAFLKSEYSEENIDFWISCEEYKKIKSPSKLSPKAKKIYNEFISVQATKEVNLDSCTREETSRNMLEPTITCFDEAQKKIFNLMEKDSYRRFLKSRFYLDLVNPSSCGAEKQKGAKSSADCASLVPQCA
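MLSMR compounds (23 nl, pin-transferred) preincubated 10 min at room temperature with a 500nM (2x) first reagent, then RGS4 at 900nM (2x) plus Transcreener GDP mix added; fluorescence polarization (620/688 nm) read before and after 90 min at 30 °C.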
Tb PGK inh: T. brucei PGK inhibition. P07378. PGK/GAPDH coupled, Kinase-Glo luminescence, 60 min. Potency, µM (highest dose often 57.5 µM), inactives show top-dose activity change, negative = inhibition, most hits filed as inhibitors. actives 0.043% (n = 380,000). AID 602233; further: on the % scale 0 is the no-effect control and ±100 the full control effect; nearly all actives have a fitted effect of over 60% in size
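Recombinant glycosomal PGK reaction used 1,3-bisphosphoglycerate generated in-well by GAPDH (100nM final) in 100mM TEA pH 7.6, 5mM MgCl2, 0.01% Tween-20. After 60 minutes at room temperature, ATP was read by Kinase-Glo Plus luminescence end-point.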
Pin1 inh: blocks the human prolyl isomerase Pin1. Q13526. Pin1 FP peptide displacement, HiFluor488, 10 min. Potency, µM (doses to about 115 µM), for inactives: at the top dose activity, negative = inhibition, most hits filed as inhibitors. actives 0.009% (n = 390,000). AID 504891; active means well fitted inhibition curve with a large enough effect in the polarisation, with a control signal flat, not every such curve was filed as active; inconclusive means small, poorly fitted or top-dose-only effect, or effect the other way, or a change in a side signal; inactive means no such curve, though single readings can be large or run the other way; the % refers to the polarisation; further: on the % scale 0 is the no-effect control and ±100 the full control effect
Target sequence (Q13526 whole entry, looked up): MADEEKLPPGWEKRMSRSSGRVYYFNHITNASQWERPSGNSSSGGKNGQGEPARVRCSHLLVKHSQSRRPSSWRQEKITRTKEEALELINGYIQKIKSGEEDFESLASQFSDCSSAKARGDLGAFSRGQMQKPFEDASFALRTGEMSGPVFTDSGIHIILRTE
HP1b binding inh: inhibitors of HP1-beta chromodomain binding to methylated histone tails; Potency, µM (highest dose often 114 µM), for inactives: at the highest dose activity change, negative = inhibition, usual class: inhibitors; AlphaScreen HP1-beta / biotin-H3K9me3 peptide binding; actives 0.56% (n = 390,000); further: nearly all actives have a fitted effect of over 70% in size; inactives centre near 23
Target sequence (P83916 whole entry, looked up): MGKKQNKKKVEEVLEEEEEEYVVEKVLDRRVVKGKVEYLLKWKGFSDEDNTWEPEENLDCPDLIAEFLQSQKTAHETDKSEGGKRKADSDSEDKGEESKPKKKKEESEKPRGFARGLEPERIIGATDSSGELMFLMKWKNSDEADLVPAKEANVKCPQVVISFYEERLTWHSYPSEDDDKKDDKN
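Compound inhibition of the preformed complex between 50 nM HP1-beta and 50 nM biotinylated H3K9me3 peptide was read by AlphaScreen. Buffer was PBS pH 7.4 with 0.01% Tween-20. Incubations ran 30 min at room temperature, with 10 ug/mL donor/acceptor beads.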
An asterisk follows results filed as active; i = inactive; ? = inconclusive; . = not tested or not shown; & = joins results of further samples; [ ] = dose if it differs, or a comment. Unless noted, the call rests on the fitted dose curve; in most records, active means well fitted curve in the direction sought with a large enough effect; inconclusive means small, poorly fitted or top-dose-only effect, or another doubt; inactive means no such curve, though single readings can be large; an effect the other way counts as inactive or inconclusive. Potency means the concentration at half of the fitted maximal effect. Not all compounds are listed (hit frequency here may not be typical).

SMILES | ERG Ets-DNA blk | TrxR1 inh | JMJD2A Tudor | GLS inhibitor | ALOX12 inh | RGS4 inh | Tb PGK inh | Pin1 inh | HP1b binding inh
O=C(O)c1ccc(NS(=O)(=O)c2ccc(C(=O)Nc3ccccc3)cc2)cc1 | 4% | 4% | -1% | -9% | -10% | -2% | i | -7% | 57%[activator]
CC(=O)NC1C(O)OC(CO)C(O)C1O (stereo unspecified) | -9% | 20% | -12% | 1% | 9% | 9% | -9% | -11% | 22%
O=c1[nH]c(=S)c2[nH]c(=S)n(-c3ccccc3)c2[nH]1 | -2% | ? | 20µM* | -3% | ? | -53% | 6% | -4% | ?
C=CCCC(=O)Nc1nc(C)c(-c2csc(Nc3cc(OC)ccc3OC)n2)s1 | 5% | 19%[57.1 µM] | 35µM* | 12% | ? | -6% | -2% | 4% | ?
Cc1cccc(NCc2ccccc2OCc2ccccc2F)c1 | -16% | -17% | 0% | 1% | -11% | -28% | -18% | -2% | 43%[activator]
Cc1ccc(NC(=O)NC(=O)N(c2ccccc2)S(C)(=O)=O)cc1 | 4% | 20%[57.1 µM] | -1% | -3% | 0% | 10% | -5% | -1% | 29%
CCN1CCN(c2ccc(S(=O)(=O)N3CCCCC3)cc2NC(=O)/C=C/c2ccc(Cl)cc2)CC1 | 5% | 11% | ? | 9% | ? | -43% | -7% | -4% | -4%
CN(Cc1cccc(F)c1)C(=O)C(c1ccccc1)c1ccccc1 | -9% | 8% | 28% | -16% | 8% | 0% | 1% | -3% | 94%[activator]
COc1ccc(NS(=O)(=O)c2cc(NC(=O)c3ccccc3)ccc2N2CCOCC2)cc1 | 13% | 11% | -29% | 30%[activator] | 5% | -11% | i | 1% | 22%
COc1ccc(NC(=O)c2cccc([N+](=O)[O-])c2)cc1 | -2% | 5%[57.1 µM] | -12% | 5% | -2% | 10% | -3% | 4% | 3%
CCOc1ccc(NC(=O)NCc2ccccn2)cc1 | 3% | 32% | -11% | 9% | 2% | 8% | -4% | -1% | 52%[activator]
Cc1ccc(S(=O)(=O)c2c(N)n(CCCN(C)C)c3nc4ccccc4nc23)cc1 | -5% | -2% | 21% | 5% | ? | 3% | 4% | 1% | 53%[activator]
CNc1nc2c(c(=O)n(C)c(=O)n2C)n1CC(O)COc1ccc(OC)cc1 (stereo unspecified) | -1% | 22% | -25% | 14% | -4% | 2% | i | 3% | 12%
COc1ccc(NC(=O)CN(c2ccc(C)cc2)S(=O)(=O)c2c(C)nn(C)c2C)cc1 | 0% | 19% | -8% | 14% | 1% | 46% | -2% | -3% | 25%
Cc1ccc2cc3c(NC(=O)c4ccco4)nn(CC(C)C)c3nc2c1 | 0% | -12% | -11% | 2% | 1% | -1% | -2% | 38%[activator] | 40%[activator]
CCN(CC)C(=O)c1sc(NC(=O)c2cccs2)c(C#N)c1C | 1% | -1% | 0% | 0% | 5% | -1% | -1% | -1% | 24%
CC(=O)Nc1ccc(C2=NN(c3ccccc3)C(c3cccs3)C2)cc1 (stereo unspecified) | -5% | 12%[57.1 µM] | 8% | 17% | ? | -4% | 2% | -7% | 49%[activator]
COC(=O)c1cc(-c2c(C)oc3cc(OC)ccc3c2=O)c(C)o1 | 9% | 4% | -19% | 2% | -4%&-7% | -4% | . | 2% | 40%[activator]
COCCCNC(=O)c1ccc2c(c1)CCN2S(C)(=O)=O | 6% | 23% | -15% | 2% | 4% | 31% | -10% | 2% | 6%
COc1ccc(Cl)cc1NC(=O)C(C)Sc1nnc(C2CC2)n1C1CC1 (stereo unspecified) | 12%[15.4 µM] | -7% | -2% | -12% | -2% | -8% | -4% | -20% | 40%[activator]
CCCc1cnc2c(c1SCC(=O)Nc1ccc(C)c(Cl)c1)c(=O)n(C)c(=O)n2C | 3% | 24%[57.1 µM] | 2% | -14% | -25% | 8% | 4% | 1% | 1%
CN(CC(=O)Nc1ccc(F)c(F)c1F)C(=O)/C=C/c1ccco1 | 15% | -10% | -18% | -1% | -21% | 13% | -14% | 1% | 0%
CCc1ccccc1NS(=O)(=O)c1cc(Br)cc2c1N(C(=O)C1CC1)CC2 | -10% | 11% | -11% | 13% | 0% | 16% | 3% | ? | 28%
O=C(c1ccco1)N1CCN(c2ncnc3c2oc2ccccc23)CC1 | -2% | ? | -28% | 7% | 37%[activator] | -25% | 9% | 1% | 49%[activator]
CCc1ccccc1OCCSc1nc(-c2cccs2)nc2cc(=O)[nH]n12 | -6% | 27%[57.1 µM] | -14% | ? | -16% | -12% | 5% | ? | 25%
O=C(CN1CCOCC1)Nc1cccc(Cl)c1Cl | -23% | 20% | 5% | -3% | 3% | -32% | -1% | 0% | 40%[activator]
CC(=O)c1ccc(N2CCN(c3ccc4cc(S(=O)(=O)N5CCC(C)CC5)ccc4n3)CC2)cc1 | 9%&-4% | 14% | ? | -20%&1% | ? | -6%&0% | -9%&-6% | -4%&0% | 40%&8%[activator]
O=C(NCC1(c2ccccc2)CCCC1)C(=O)Nc1cccc(Br)c1 | 2% | 7% | 12% | -3% | -7% | -10% | -9% | 5% | 45%[activator]
CCOC(=O)c1c(C)n(-c2ccccc2)c2ccc(OC(=O)c3c(F)cccc3F)cc12 | 4% | 24% | 1% | 7% | -10% | 23% | 5% | 3% | 22%
CC(=O)NS(=O)(=O)c1ccc(NS(=O)(=O)c2ccccc2[N+](=O)[O-])cc1 | 11% | 17% | 6% | 4% | 22% | -17% | -7% | -20% | 36%
CCOC(=O)Cc1csc(NC(=O)c2csc3c2CCCC3)n1 | 0% | -7% | 1% | -2% | -7% | -4% | 4% | 0% | 13%
COc1cc(CCC(=O)N2CCN(S(=O)(=O)c3ccc(C)cc3)CC2)cc(OC)c1OC | 6% | 28% | -8% | -5% | -1% | 3% | -9% | 2% | 31%
Cc1nc(SCC(=O)O)c(C#N)c(C)c1CC(=O)c1ccccc1 | -11% | -15%[57.1 µM] | -13% | 6% | -3% | -7% | 1% | 4% | 40%[activator]
CCN(CCCNC(=O)c1nn(-c2ccc(OC)c(Cl)c2)c(=O)c2c1c1ccccc1n2C)c1cccc(C)c1 | 2% | 18% | -18% | 13% | ? | -22% | 7% | 5% | 12%
Cc1cccc(C2(c3cccc(C)c3)OC(=O)c3ccccc32)c1 | -1% | 16% | 24% | -7% | ? | -7% | -4% | 3% | 92%[activator]
COC(=O)Cn1c(=NC(=O)c2cc(OC)cc(OC)c2)sc2cc(OC)ccc21 | 5% | 122%[activator] | -12% | 5% | -8% | -11% | -7% | 27% | 50%[activator]
COc1cc2nc(CN3CCN(S(=O)(=O)c4c(F)cccc4F)CC3)[nH]c(=O)c2cc1OC | 2% | 26% | -14% | 4% | ? | 33% | -8% | -2% | 18%
CC1(c2ccc(OC(F)F)cc2)NC(=O)N(CC(=O)c2ccc3c(c2)OCO3)C1=O (stereo unspecified) | 12% | 17% | -12% | -2% | ? | 11% | 1% | 1% | 12%
COc1ccc(NC(=O)C(C)N(c2ccc(C)cc2)S(C)(=O)=O)cc1 (stereo unspecified) | -7% | 18% | -16% | 1% | ? | -13% | i | -3% | 2%
COC(=O)Nc1nn(-c2ccc(Cl)cc2)c(=O)c(C#N)c1C | -3% | 22% | 2%[11.4 µM] | 2% | 3% | 35%[11.4 µM] | -5% | 0% | 41%[activator]
O=[N+]([O-])c1ccc(Nc2nc(NCCO)nc(N3CCCC3)n2)cc1 | -15% | -6% | -6% | -3% | -26% | 5% | -7% | 1% | 20%
COC(=O)c1ccc(NC(=O)c2ccc[n+]([O-])c2)cc1 | 1% | -1% | 0% | 0% | -13% | -12% | 7% | -7% | 22%
COc1ccccc1Nc1ncnc2c1oc1ccccc12 | -4% | 1% | 18% | -6% | 459%[activator] | -14% | -5% | -5% | 47%[activator]
CCN(CC(=O)Nc1ccccc1C(F)(F)F)C(=O)C1CSC2(C)CCC(=O)N12 (stereo unspecified) | -4% | 20%[57.1 µM] | -9% | -1% | 6% | -28% | -10% | -9% | 14%
Cc1nnc(SCc2cccc(Oc3ccccc3)c2)n1N | -4% | -7% | -16% | 5% | 4% | 41% | -2% | -10% | 9%
Cc1ccc(S(=O)(=O)N[C@H](C(=O)OCC(=O)NC(=O)Nc2ccc3c(c2)OCCO3)C(C)C)cc1 | -7% | 15%[57.1 µM] | -32% | 11% | -4% | 13% | -10% | -4% | 3%
CCN(Cc1ccccc1)S(=O)(=O)c1ccc(C(=O)N(CCCN(C)C)c2nc3cc4c(cc3s2)OCO4)cc1 | 3% | 19% | 56µM* | 7% | ? | -36% | -6% | 4% | -12%
Fc1ccc(-n2c(Cn3nnc4ccccc43)n[nH]c2=S)cc1 | -5% | ? | 18µM* | -3% | -112% | -5% | 3% | 2% | 31%
Fc1ccccc1CSc1nncn1NC/C=C/c1ccccc1 | 3% | -4% | -24% | 7% | 0% | -7% | -2% | 0% | 17%

Quoted from the listing:
Value for `Cc1ccc(S(=O)(=O)N[C@H](C(=O)OCC(=O)NC(=O)Nc2ccc3c(c2)OCCO3)C(C)C)cc1` in ALOX12 inh: -4%
Value for `Fc1ccc(-n2c(Cn3nnc4ccccc43)n[nH]c2=S)cc1` in Tb PGK inh: 3%
